H9c2 protect: myocardial damage modulation in H9c2 cells. 0.63% of 360,000 active. H9c2 cardiomyocytes, H2O2 injury protection, ATPLite, 2 h. protection from H2O2 cell death, % at 20 µM. AID 588492;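 active = compounds giving at least 50% protection of heart cells from peroxide-induced death in the single-dose screen, raw or plate-pattern-corrected value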;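 also: 0% = DMSO wells with peroxide and 100% = DMSO wells without peroxide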
HIF-2a block: HIF-2a inhibition; 786-0 RCC cells HIF-2a reporter, luciferase luminescence, overnight; inhibition, % at 18.8 µM; 0.72% of 360,000 active;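 active = inhibition of the luminescence signal of 40% or more relative to plate controls, in a single-dose primary screen at 18.75 µM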
NR2E3 ag-1: agonists of human nuclear receptor NR2E3; Q9Y5X4; GST-NR2E3/biotin-RetCOR TR-FRET, 1536-well; inhibition of corepressor binding, % at 4.78 µM; 0.12% of 320,000 active; AID 2300;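 active = percent inhibition above the cutoff of mean plus 3 SD of all tested compounds, set per screening campaign, cut at about 20% in these data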;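 also: 0% = DMSO wells and 100% = biotin wells as full block of FRET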
Target sequence (Q9Y5X4 whole entry, looked up): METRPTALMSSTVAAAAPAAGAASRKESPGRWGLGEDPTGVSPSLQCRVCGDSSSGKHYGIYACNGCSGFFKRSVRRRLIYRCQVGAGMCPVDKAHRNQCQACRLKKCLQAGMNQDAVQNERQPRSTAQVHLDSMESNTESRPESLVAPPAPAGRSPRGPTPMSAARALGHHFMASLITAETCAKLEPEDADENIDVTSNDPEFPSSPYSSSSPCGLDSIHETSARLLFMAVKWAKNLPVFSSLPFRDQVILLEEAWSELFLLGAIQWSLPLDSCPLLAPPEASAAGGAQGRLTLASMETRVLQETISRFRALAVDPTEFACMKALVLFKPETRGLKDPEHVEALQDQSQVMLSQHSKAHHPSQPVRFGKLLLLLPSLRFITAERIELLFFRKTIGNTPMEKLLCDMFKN
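Material: NR2E3–RetCOR corepressor complex | Quantity: 1.35 nM GST-tagged NR2E3 final | Schedule: 5 h at 4 °C | Replication: Singlicate compound wells | Reagent: RetCOR corepressor, biotinylated, 7 nM | Controls: Biotin wells as high control, 0.6% DMSO wells as low control | Signal: TR-FRET, Eu(K)-anti-GST donor, streptavidin-D2 acceptor, ex 340, em 617/671 nm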
PDI turbidity: blocks human protein disulfide isomerase activity; PDI insulin aggregation turbidity, A650, 90 min; inhibition, % at 10 µM; 0.052% of 350,000 active;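 active = mean inhibition across replicates of 30% or more, whatever share of single replicates reach that level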;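 also: absorbance from insulin aggregation driven by PDI reduction with DTT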
Target sequence (P07237 whole entry, looked up): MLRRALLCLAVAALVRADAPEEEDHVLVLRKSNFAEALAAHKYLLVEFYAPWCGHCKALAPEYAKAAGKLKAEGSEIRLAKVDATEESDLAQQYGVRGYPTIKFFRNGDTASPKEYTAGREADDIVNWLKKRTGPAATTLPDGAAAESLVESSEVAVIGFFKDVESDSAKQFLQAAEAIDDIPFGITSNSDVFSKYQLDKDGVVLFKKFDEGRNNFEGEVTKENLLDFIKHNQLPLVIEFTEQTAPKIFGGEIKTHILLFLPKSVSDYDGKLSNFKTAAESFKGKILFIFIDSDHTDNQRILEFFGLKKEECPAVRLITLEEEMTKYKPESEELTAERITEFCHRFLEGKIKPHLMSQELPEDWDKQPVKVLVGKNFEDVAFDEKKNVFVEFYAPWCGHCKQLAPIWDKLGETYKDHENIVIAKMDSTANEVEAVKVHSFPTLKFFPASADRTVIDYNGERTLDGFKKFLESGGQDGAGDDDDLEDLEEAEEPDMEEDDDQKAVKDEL
MITF TRPM1 inh: inhibitors of MITF-driven TRPM1 promoter in melanoma cells; inhibition, % at 12.5 µM; 0.83% of 330,000 active; SK-MEL-5 TRPM1 promoter luciferase, 24 h;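 active = mean inhibition across replicates of 60% or more, whatever share of single replicates reaches that level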; also: values of inactives mirror those of a sister screen read the other way
NR2E3 ag-2: human photoreceptor-specific nuclear receptor agonism. AID 602229. inhibition of corepressor binding, % at 3.98 µM. Q9Y5X4. 0.35% of 360,000 active. CHO-S Gal4-NCOR/VP16-NR2E3 two-hybrid, luciferase;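 active = inhibition above the mean of all tested compounds plus 3 SD, cut at about 70% in these data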;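 also: 0% = DMSO with NR2E3 transfected cells and 100% = cells lacking NR2E3 construct; higher means lower luciferase signal from less NR2E3 corepressor binding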
CaV13 FRET inh: Primary screen for inhibitors of IQ motif and Ca2+-dependent inactivation inhibitor domain binding in CACNA1D, Förster resonance energy transfer in living cells, … | 0.098% of 340,000 active | inhibition, % at 12.3 µM | HEK cells, CFP/YFP FRET ICDI-IQ, plate reader, 10 min; percent FRET-ratio fall versus neutral wells;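 active = mean replicate inhibition of at least 30% and at least 1% of replicates passing that level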;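 also: 0% = median of the neutral control wells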
m5-HT2A agonist: mouse HTR2A agonism via beta-arrestin recruitment; P35363; CHO-K1 mHTR2A beta-arrestin complementation, luminescence; percent of 30 µM serotonin response; activation, % at 7.6 µM; 0.66% of 360,000 active; AID 624169;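 active = activation above a run cutoff, the mean activation of all tested compounds plus 3 SD, cut at about 14% in these data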;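 also: 0% = plate median of compound wells and 100% = 30 µM serotonin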
Peg3 promoter: reduces Peg3 promoter-driven luciferase expression in HeLa. inhibition, % at 20 µM. AID 588405. HeLa PEG-Prom luciferase reporter, luminescence, overnight. 1.7% of 360,000 active;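 active = inhibition of at least 50% at 20 µM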
hiPSC survival: hiPSC single-cell survival enhancement; ATPlite luminescence; 100% = ROCK inhibitor wells, 0% = DMSO; 0.044% of 360,000 active; AID 602274; survival enhancement, % at 20 µM; in the data active = survival enhancement above about 18%;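 also: cells exposed to compounds for 16 hours before the ATP read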
Shn3 inh set2: reduces Shn3 3'UTR luciferase signal in osteoblasts; Clone20 osteoblast Shn3 3'UTR firefly luciferase, 24 h; inhibition, % at 12.5 µM; 0.52% of 360,000 active;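 active = mean inhibition of at least 75% with every replicate also reaching 75%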;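 also: 0% = median of neutral control wells and 100% = pilot-screen positive control compound; some compounds past the cut are filed as inactive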
The depositor's hits bear a star; . = no result given; & = joins results of further samples.

nr	mol	H9c2 protect	HIF-2a block	NR2E3 ag-1	PDI turbidity	MITF TRPM1 inh	NR2E3 ag-2
1	CC1(C)CC(NC(=O)c2ccccc2C(=O)NC2CC(C)(C)NC(C)(C)C2)CC(C)(C)N1	-3	20	1	-4	10	-6
2	COc1ccc(OCCN2CCC(C(=O)NC(c3ccccn3)c3ccccc3OC)CC2)cc1 (stereo unspecified)	5	8	.	-5	.	-11
3	CC(c1ccco1)N(C(=O)CSc1ccc(Br)cc1)c1ccccn1 (stereo unspecified)	-2	-8	6	-4	-5	-42
4	COc1cc(O)c(C(=O)CC(=O)c2ccncc2)c(OC)c1	6	-43	.	4	4	-12
5	C/C(N)=C(/C#N)C(=O)COC(=O)COc1ccc(Cl)cc1	-5&-7	-2&15	1	5&12	-8&-8	5&-10
6	Cc1cccc2[nH]c(CN(C)C(=O)C3CCC(=O)N(C4CC4)C3)nc12 (stereo unspecified)	3	0	1	-1	0	-12
7	COc1cccc(NC(=O)N2CCOCC2)c1	7	-16	1	-1	-9	-14
8	COc1cccc(/C=N/NC(=S)NCCc2ccccc2)c1OC	-8	-18	.	10	6	-15
9	Cc1ccsc1/C=N/NC(=O)Cc1cccn1C	-3	-44	-2	5	-17	-7
10	NC(=O)CC(NC(=O)c1ccc(Br)cc1)c1ccc(N2CCC(Br)CC2)c([N+](=O)[O-])c1 (stereo unspecified)	-17	-4	3	9	-1	-1

nr	CaV13 FRET inh	m5-HT2A agonist	Peg3 promoter	hiPSC survival	Shn3 inh set2
1	14	0	19	0.6	-2
2	-5	4	7	1.7	3
3	-4	-2	20	-1.1	-24
4	-5	2	-68	2.1	26
5	-7&-5	2&0	4&18	1.5&1.5	-20&-1
6	-5	-2	13	-0.4	16
7	.	-1	4	0.0	-5
8	-4	0	-2	0.8	11
9	-3	0	-54	7.2	-27
10	.	-6	3	2.9	82

Continued.
nr	mol	H9c2 protect	HIF-2a block	NR2E3 ag-1	PDI turbidity	MITF TRPM1 inh	NR2E3 ag-2
11	CC(=O)C(Sc1nc(NC(C)(C)C)nc(N(C)C)n1)C(C)=O	-4	-36	0	-3	-19	5
12	COc1cccc(C(=O)N2CCN(Cc3ccco3)CC2)c1OC	5	5	1	-4	-5	23
13	CCOc1ccccc1-c1nc(CN2CCN(C(=O)c3ccco3)CC2)c(C)o1	-1	12	-1	-9	12	10
14	c1csc(-c2nc(CN3CCSCC3)cs2)c1	-12	-77	4	9	4	-139
15	COC(=O)C1CCN(c2ccc(Cl)nn2)CC1	-3	3	-1	7	-1	2
16	Cc1ccc2c(C(=O)CN3CC(C)CC(C)C3)c(C)[nH]c2c1 (stereo unspecified)	2	0	0	7	1	12
17	COc1ccc(S(=O)(=O)Nc2c(F)cccc2F)cc1	3	12	1	8	-3	-4
18	Cc1ccc(C(=O)NCCCN2CCOCC2)cc1S(=O)(=O)N1CCOCC1	-1	20	4	13	-6	-13
19	C[C@@H]1CN([C@@H](C)CO)C(=O)CCCn2nncc2CO[C@H]1CN(C)S(=O)(=O)c1cccc(C#N)c1	-1	2	.	12	.	-19
20	COc1ccccc1/C=C/C(=O)OCC(=O)Nc1ccccc1Sc1ccccc1	-6	17	-1	7	-3	-19

nr	CaV13 FRET inh	m5-HT2A agonist	Peg3 promoter	hiPSC survival	Shn3 inh set2
11	-5	-5	-28	-1.2	-15
12	.	6	8	-2.3	-5
13	-2	-6	-4	0.2	-11
14	-6	-3	-57	-0.8	-22
15	-6	5	5	2.6	5
16	-5	-9	4	-0.3	8
17	-37	4	6	0.9	-10
18	-2	-6	-5	-2.5	-1
19	-4	-5	-10	1.6	-8
20	-19	5	7	0.3	10

Next section:
nr	mol	H9c2 protect	HIF-2a block	NR2E3 ag-1	PDI turbidity	MITF TRPM1 inh	NR2E3 ag-2
21	CCN(CC(=O)Nc1c(F)cccc1F)C(=O)C1CCCN(C(=O)c2ccc(Cl)cc2)C1 (stereo unspecified)	5	17	1	-2	1	-7
22	CC(OC(=O)CCC(=O)c1ccc(F)cc1)C(=O)NC1CCCCC1C (stereo unspecified)	-2	14	2	-9	-1	6
23	Cc1cc(NCCO)c2cc(O)ccc2n1	6	0	5	3	-6	-1
24	Cc1ccc([C@H]2C[C@@H](n3cc(COC(=O)c4ccccc4)nn3)[C@H](O)CN2C(=O)C2CCCCC2)cc1	-16	12	.	12	.	-15
25	O=C(COC(=O)c1cccnc1)Nc1ccc2c(c1)OCO2	5	17	1	-5	-2	4
26	COc1ccc(CCNC(=O)/C(C#N)=C2\N=C(NC(=O)c3cccs3)c3ccccc32)cc1	6	-19	-2	-4	-2	1
27	CCOC(=O)C(Nc1ccc2ccccc2c1)C(=O)OCC	-21	-51	-3	-6	5	-104
28	CCC(C)C(NC(=O)C1CCC(C)CC1)C(=O)NCc1cccnc1 (stereo unspecified)	-3	20	2	-8	7	17
29	COc1cc(C2C(C(=O)c3ccc(C)o3)=C(O)C(=O)N2CCCn2ccnc2)cc(OC)c1OC (stereo unspecified)	9	4	3	-1	8	-11
30	FC(F)Oc1ccc(NC(=S)N2CCN(Cc3ccccc3)CC2)cc1	-7	-5	-2	6	-12	6

nr	CaV13 FRET inh	m5-HT2A agonist	Peg3 promoter	hiPSC survival	Shn3 inh set2
21	-2	-2	13	-0.3	25
22	-5	-2	4	-0.4	9
23	-6	-3	0	-1.2	-24
24	-6	-5	14	1.1	-1
25	9	8	5	0.8	5
26	-18	3	-13	-0.5	-40
27	-3	1	-61	-0.7	-41
28	-4	6	16	-1.8	-19
29	.	5	3	0.1	5
30	7	-2	-8	0.6	8

For reference, part of the list above.
nr	mol	H9c2 protect	HIF-2a block	NR2E3 ag-1	PDI turbidity	MITF TRPM1 inh	NR2E3 ag-2
1	CC1(C)CC(NC(=O)c2ccccc2C(=O)NC2CC(C)(C)NC(C)(C)C2)CC(C)(C)N1	-3	20	1	-4	10	-6
2	COc1ccc(OCCN2CCC(C(=O)NC(c3ccccn3)c3ccccc3OC)CC2)cc1 (stereo unspecified)	5	8	.	-5	.	-11
3	CC(c1ccco1)N(C(=O)CSc1ccc(Br)cc1)c1ccccn1 (stereo unspecified)	-2	-8	6	-4	-5	-42
4	COc1cc(O)c(C(=O)CC(=O)c2ccncc2)c(OC)c1	6	-43	.	4	4	-12
5	C/C(N)=C(/C#N)C(=O)COC(=O)COc1ccc(Cl)cc1	-5&-7	-2&15	1	5&12	-8&-8	5&-10
6	Cc1cccc2[nH]c(CN(C)C(=O)C3CCC(=O)N(C4CC4)C3)nc12 (stereo unspecified)	3	0	1	-1	0	-12
7	COc1cccc(NC(=O)N2CCOCC2)c1	7	-16	1	-1	-9	-14
8	COc1cccc(/C=N/NC(=S)NCCc2ccccc2)c1OC	-8	-18	.	10	6	-15
9	Cc1ccsc1/C=N/NC(=O)Cc1cccn1C	-3	-44	-2	5	-17	-7

nr	CaV13 FRET inh	m5-HT2A agonist	Peg3 promoter	hiPSC survival	Shn3 inh set2
1	14	0	19	0.6	-2
2	-5	4	7	1.7	3
3	-4	-2	20	-1.1	-24
4	-5	2	-68	2.1	26
5	-7&-5	2&0	4&18	1.5&1.5	-20&-1
6	-5	-2	13	-0.4	16
7	.	-1	4	0.0	-5
8	-4	0	-2	0.8	11
9	-3	0	-54	7.2	-27

More compounds follow.
nr	mol	H9c2 protect	HIF-2a block	NR2E3 ag-1	PDI turbidity	MITF TRPM1 inh	NR2E3 ag-2
31	COc1ccc(Br)cc1CNC(=O)C1CCN(S(=O)(=O)N2CCCC2)CC1	-3	14	4	5	-7	0
32	CCCCOCCCNC(=O)N[C@H](C(=O)OC)C(C)CC (stereo partly specified)	-6	23	4	23	-6	6
33	O=c1[nH]c2ccccc2nc1C(F)(F)C(F)F	42	23	7	-6	25	-1
34	Cn1sccc1=O	0	3	2	-10	5	2
35	NC(=O)C1CCN(C2CC(=O)N(c3cccc(F)c3)C2=O)CC1 (stereo unspecified)	4	13	-2	22	7	-19
36	O=C(Cn1c(NCCCO)nc2ccccc21)c1ccc(Cl)cc1Cl	1	-4	1	0	21	9
37	Cc1cc(C)nc(/N=C(\N)Nc2cccc([N+](=O)[O-])c2)n1	10	7	1	2	7	-22
38	COC(=O)c1ccc(NC(=O)CSc2nnc(-c3ccccc3)n2C)cc1	-2	3	1	10	7	-23
39	CCc1nnc(NC(=O)c2ccc3c(c2)C(=O)N(C(C)(C)C)C3=O)s1	-14	-183	-1	-5	-68	-18
40	Clc1ccc(Oc2cnns2)cc1Cl	8	13	4	8	-2	5

nr	CaV13 FRET inh	m5-HT2A agonist	Peg3 promoter	hiPSC survival	Shn3 inh set2
31	-6	3	20	0.2	9
32	-5	4	-1	-0.8	-7
33	.	1	15	6.6	3
34	-5	-6	2	-4.7	0
35	-6	2	6	-0.4	6
36	-21	-6	19	0.6	-5
37	-2	-2	9	-1.3	-6
38	-7	1	-9	3.1	4
39	-8	1	-208	-2.3	-111
40	-6	6	10	-1.2	10

The list goes on.
nr	mol	H9c2 protect	HIF-2a block	NR2E3 ag-1	PDI turbidity	MITF TRPM1 inh	NR2E3 ag-2
41	CCCc1cc(=O)[nH]c(SCC(=O)Nc2sccc2C#N)n1	-3	-4	.	-5	5	-4
42	Cc1cccc(N=C2NN=C(c3c[nH]c4ccccc34)CS2)c1	-5	-78	-2	-9	-4	-23
43	Cc1ccc(C(=O)NCC(=O)NCc2ccccc2F)s1	-2	-6	.	-4	-9	-7
44	CCCCNC(=O)C1(C)CCN1C(=O)c1cc(F)ccc1C (stereo unspecified)	4	7	.	6	.	-7
45	O=C(OCC(O)C(O)C(O)COC(=O)c1ccccc1)c1ccccc1 (stereo unspecified)	-1	14	.	.	-1	-28
46	CCC1Sc2ccc(S(=O)(=O)CCC(=O)NC3CCCCCC3)cc2NC1=O (stereo unspecified)	1	8	-2	-2	9	8
47	CCOC(=O)[C@H]1[C@H]2COc3cc(OC)ccc3[C@@H]2N2C(=O)N(c3ccc(Cl)cc3)C(=O)[C@@]12C	-7	12	2	26	4	5
48	O=C1CCC([N+](=O)[O-])C(c2ccc(F)c(Br)c2)N1 (stereo unspecified)	2	18	0	0	8	-7
49	O=C(CNC(=O)c1ccccc1)OCN1C(=O)c2ccccc2C1=O	3	-3	.	4	6	20
50	CCCC(=O)Nc1nnc(SCC(=O)NCc2ccc3c(c2)OCO3)s1	0	14	1	-4	8	-3
51	CC(=O)N1CCN(C(=O)COC(=O)COc2c(C)cc(C)cc2C)CC1	8	11	2	2	-8	8

nr	CaV13 FRET inh	m5-HT2A agonist	Peg3 promoter	hiPSC survival	Shn3 inh set2
41	-6	-2	3	0.0	6
42	-1	-6	-46	-1.6	7
43	-7	-5	-4	-0.3	-1
44	-5	-1	-9	1.1	3
45	.	0	1	0.3	3
46	-7	0	14	-0.4	-9
47	.	0	22	-1.8	44
48	-4	9	5	-0.4	-13
49	-5	-9	-1	0.1	-1
50	-3	-2	3	-0.6	-4
51	-4	5	5	0.6	16

Source: PubChem BioAssay (several laboratories)
